A-T KAP1 phos = qHTS Assay for Identifying a Potential Treatment of Ataxia-Telangiectasia. […] A-T fibroblasts, KAP-1 phosphorylation AlphaLISA; neocarzinostatin DNA damage 30 min before lysis. Potency, µM (titrated, usually from 57.5 µM), inactives show at the top dose activation, hits mostly activators. 320,000 tested, 0.19% active; further: potency means the concentration at half of the fitted maximal effect; % of control where 0% means no effect; nearly all actives have a fitted effect of over 45% in size
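hTERT-immortalized A-T patient fibroblasts ([…]), 500 cells/well in OPTI-MEM, 1% FBS, got compounds for 60 min, then NCS for 30 min at 37C. Lysates were then assayed for phospho-KAP-1 by AlphaLISA (anti-pKAP1 donor, anti-KAP1 acceptor beads), 6 hr at 25C.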
TCR act = Activators of T cell receptors: qHTS campaign; primary human leukocytes, anti-CD3, IL-2 HTRF, 48 h; Potency, µM (highest dose often 9.22 µM), for the others: at the highest dose activation of IL-2 secretion, hits mostly activators; 330,000 tested, under 10 active; AID 504894, 2011; further: % of control where 0% means no effect
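TCR engagement came from a-CD3 beads alone, with compounds added to primary human leukocytes for 48 hr. Secreted IL-2 bridged europium cryptate- and d2-labelled anti-IL-2 antibodies, giving FRET emission at 665nm after 320nm excitation.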
TSG101-PTAP inh = qHTS Assay for Iinhibitors of HIV-1 Budding by Blocking the Interaction of PTAP/TSG101; Tumor susceptibility gene 101 protein (Homo sapiens), Q99816; Fluorescence polarization, FITC-PTAP peptide / Tsg101 binding; Potency, µM (series often up to 115 µM), for inactives: at the highest dose activity change, negative = inhibition, most hits filed as inhibitors; 340,000 tested, under 10 active; active means well fitted inhibition curve with a large enough effect in the main read-out, with a control signal flat, not every such curve was filed as active; inconclusive means small, poorly fitted or top-dose-only effect, or effect the other way, or a change in a side signal; inactive means no such curve, though single readings can be large or run the other way; further: potency means the concentration at half of the fitted maximal effect; % of control where 0% means no effect
Target sequence (Q99816 whole entry, looked up): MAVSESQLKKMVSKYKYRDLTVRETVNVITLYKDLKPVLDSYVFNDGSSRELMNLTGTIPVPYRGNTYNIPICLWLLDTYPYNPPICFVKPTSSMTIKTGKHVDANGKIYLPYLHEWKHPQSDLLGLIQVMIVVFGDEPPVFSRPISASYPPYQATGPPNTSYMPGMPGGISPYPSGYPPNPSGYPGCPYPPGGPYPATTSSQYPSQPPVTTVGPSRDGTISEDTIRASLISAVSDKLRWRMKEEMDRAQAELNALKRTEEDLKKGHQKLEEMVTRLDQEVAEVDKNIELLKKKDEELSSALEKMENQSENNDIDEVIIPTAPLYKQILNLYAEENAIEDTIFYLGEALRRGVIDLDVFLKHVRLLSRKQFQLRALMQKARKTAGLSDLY
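Tsg101 binding domain (10 uM final) was mixed with compound and a FITC-labeled PTAP peptide (50 nM final) in HEPES pH 7.5 buffer with NaCl, Tween 20, EDTA and TCEP; fluorescence polarization was read after 20 min at r.t.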
BRCA1 expr act = qHTS Assay to Identify Small Molecule Activators of BRCA1 Expression. MCF7-BRCA1-FFLuc reporter, luminescence, 48 h; response scale: scaled: vehicle 0%, 10 µM genistein 100%. Potency, µM (doses to about 46.1 µM), for inactives: at the highest dose activation, actives largely listed as activators. 380,000 tested, 1.1% active. AID 624202, 2012; further: potency means the concentration at half of the fitted maximal effect; nearly all actives have a fitted effect of over 80% in size; some results filed as inactive show a strong effect at the top dose
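First, MCF7-BRCA1-FFLuc cells (2000/well) attach for 2 h; next, compounds are pin-added and incubated 48 h at 37 °C; finally, luciferase reagent is added and luminescence read after 15 min.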
p53 reactivation = qHTS assay for re-activators of p53 using a Luc reporter | H1299 p53-A138V BP100-luciferase reporter, luminescence, 24 h | Potency, µM (highest dose often 92.2 µM), without a hit: at the top dose activity change, positive = activation, usual class: activators | 320,000 tested, 0.063% active | AID 504706, 2011; further: potency means the concentration at half of the fitted maximal effect; % of control where 0% means no effect; nearly all actives have a fitted effect of over 45% in size
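p53-null H1299 cells stably carrying temperature-sensitive p53-A138V and a BP100-luciferase reporter were pinned with compounds (4-point, 1:5 series) and held 24 hrs at 37 deg C. Luminescence was read 10 min after detection reagent.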
ELG1 DNA repair = qHTS screen for small molecules that inhibit ELG1-dependent DNA repair in human embryonic kidney (HEK293T) cells expressing luciferase-tagged ELG1; HEK293T ELG1-luciferase reporter, luminescence, 16 h; DNA damage induced by 5-fluorouridine; Potency, µM (doses to about 46.1 µM), inactives show top-dose activity change, negative = inhibition, most hits filed as inhibitors; 330,000 tested, 2.3% active; AID 504467, 2011; further: potency means the concentration at half of the fitted maximal effect; on the % scale 0 is the no-effect control and ±100 the full control effect; nearly all actives have a fitted effect of over 55% in size
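Cells (2,000 per well) received 5-fluorouridine plus test compound or DMSO and were incubated 16 hr at 37 °C, 5% CO2. Luciferase activity was read by luminescence 30 min after ONE-Glo addition; signal suppression marked inhibition of damage-induced ELG1 function.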
CXXC DNA block = qHTS Fluorescence Polarization Assay for Inhibitors of MLL CXXC domain - DNA interaction; AID 2662, 2010; Histone-lysine N-methyltransferase 2A (Homo sapiens), Q03164; 290,000 tested, 0.037% active; Potency, µM (highest dose often 115 µM), inactives show at the top dose activity change, negative = inhibition, usual class: inhibitors; MLL-CXXC / FITC-HOXA9 DNA fluorescence polarization; active means well fitted inhibition curve with a large enough effect in the polarisation, with a control signal flat, not every such curve was filed as active; inconclusive means small, poorly fitted or top-dose-only effect, or effect the other way, or a change in a side signal; inactive means no such curve, though single readings can be large or run the other way; the % refers to the polarisation; further: potency means the concentration at half of the fitted maximal effect
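Purified MLL-CXXC (added from a 7 uM solution) was preincubated 5 min at ambient with pinned compounds in 50 mM Tris-HCl pH 7.5, 50 mM NaCl, 1 mM DTT, 0.05% BSA. Fluorescein-labeled HOX-A9 DNA (50 nM solution) followed, 30 min, then polarization read.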
B2AR arrestin = qHTS assay of beta-arrestin-biased ligands of beta2-adrenergic receptor; beta-arrestin recruitment to beta2AR, cell-based reporter; Potency, µM (highest dose often 46.1 µM), inactives show at the top dose activation, actives largely listed as activators; Beta-2 adrenergic receptor (Homo sapiens), P07550; 330,000 tested, 0.02% active;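 further: potency means the concentration at half of the fitted maximal effect; 0% = DMSO controls and full agonism = EC100 isoproterenol or metaproterenol; nearly all actives have a fitted effect of over 65% in size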
Target sequence (P07550 whole entry, looked up): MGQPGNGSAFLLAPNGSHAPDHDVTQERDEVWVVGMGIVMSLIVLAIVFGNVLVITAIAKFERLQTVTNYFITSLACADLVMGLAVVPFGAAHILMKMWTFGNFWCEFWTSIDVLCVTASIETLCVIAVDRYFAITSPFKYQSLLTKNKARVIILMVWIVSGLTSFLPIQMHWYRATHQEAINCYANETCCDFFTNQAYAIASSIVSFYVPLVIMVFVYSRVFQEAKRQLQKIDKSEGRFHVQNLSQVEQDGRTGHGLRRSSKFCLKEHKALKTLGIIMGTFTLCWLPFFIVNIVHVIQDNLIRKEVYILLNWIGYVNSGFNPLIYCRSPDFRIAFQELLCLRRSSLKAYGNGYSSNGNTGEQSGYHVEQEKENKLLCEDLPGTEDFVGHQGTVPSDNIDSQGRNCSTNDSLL
Integrin act MD = qHTS for Activators of Integrin-Mediated Alleviation for Muscular Dystrophy. alpha7betagal myoblasts, beta-gal FDG fluorescence, 48 h. Potency, µM (doses to about 38.3 µM), for inactives: top-dose activation, most hits filed as activators. 350,000 tested, 0.064% active;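 further: potency means the concentration at half of the fitted maximal effect; 100% = response of the positive control SU9516; nearly all actives have a fitted effect of over 60% in size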
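Alpha7betagal+/- myoblasts (passage 13) were plated 16-24 hr, then exposed to compounds (1:260 dilution of DMSO stock) for 48 hours at 37C. After MPER lysis, β-galactosidase reporter activity was read as FDG fluorescence (ex 480/em 540) after 30 minutes.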
TRPV1 ag = HTS Assay for Compounds that Act as Agonists of the Vanilloid Receptor 1. activation, % at 8.33 µM. TRPV1-expressing cells, Fluo-8 calcium influx, agonist mode. 320,000 tested, 0.19% active. Transient receptor potential cation channel subfamily V member 1 (Homo sapiens), Q8NER1. AID 540275, 2011; in the data active means activation above about 80%; inconclusive means between about 30% and that limit; further: 0% is about no effect
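Cells expressing TRPV1 were dye-loaded with Fluo-8 and read kinetically: 10 s baseline, 3 min after compound (agonist portion), then 2 min after EC20 capsaicin (allosteric enhancer portion). Calcium-bound dye fluorescence at 480/520 nm.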
Active calls of the source: *; ? = inconclusive; / = no result given; [ ] = another dose, or the depositor's remark. Unless noted, the call rests on the fitted dose curve; in most records, active means well fitted curve in the direction sought with a large enough effect; inconclusive means small, poorly fitted or top-dose-only effect, or another doubt; inactive means no such curve, though single readings can be large; an effect the other way counts as inactive or inconclusive.

Results follow in this order: A-T KAP1 phos	TCR act	TSG101-PTAP inh	BRCA1 expr act	p53 reactivation	ELG1 DNA repair	CXXC DNA block	B2AR arrestin	Integrin act MD	TRPV1 ag
CC(C)=CC1C(C(=O)NCCc2ccccc2)C1(C)C (stereo unspecified)
 : /	4%	0%	-4%	/	/	/	/	-21%	/
Cc1nn(C)c(NC(=O)c2ccc(Cl)cc2Cl)c1Br
 : 15%	3%	-1%	4%	-6%	-5%	2%	-0.1%	-9%	?
O=C(c1ccc(C(=O)N2CCCc3ccccc32)nc1)N1CCCc2ccccc21
 : 9%	4%	-7%	12%	6%	0%	-2%	0.2%	12%	-2
Cc1ccc(-c2cc(C(=O)Nc3cnn(C45CC6CC(CC(C6)C4)C5)c3)no2)cc1
 : 0%	-3%	-3%	-23%	-23%	12%	18%	-0.2%	12%	5
O=C(CSc1nnc(Nc2ccccc2)s1)Nc1ccc(S(=O)(=O)N2CCOCC2)cc1
 : -3%	-5%	-1%	-26%	13%	?	20%	0.4%	-15%	2
S=c1[nH]c(-c2cccs2)cn1-c1ccccc1
 : -4%	0%	-2%	67%	25%	?	-11%	0.3%	14%	0
CSc1ccc(Cl)c(C(=O)Nc2cc(S(=O)(=O)N3CCOCC3)ccc2N2CCOCC2)c1
 : 12%	0%	1%	2%	-8%	18µM*	/	0.0%	28%	/
Cc1ccccc1NC(=O)OCc1cn(-c2ccc(Cl)cc2)nn1
 : 3%	8%	3%	-11%	-8%	-4%	6%	-0.9%	22%	-3
Cn1c(SCC(=O)Nc2sccc2C(N)=O)nnc1-c1ccncc1
 : 8%	-5%	0%	0%	-5%	0%	?	-0.1%	9%	-5
COCCn1c(=NC(=O)c2nc3ccccc3s2)sc2cc(S(C)(=O)=O)ccc21
 : -4%	-4%[46.1 µM]	3%	6%	5%	-35%	-3%	-0.1%	15%	-5
CC(C)NC(=O)C(=O)NCCCN1CCOCC1
 : 7%	1%	0%	4%	4%	14%	3%	3.3%	5%	1
O=C1CSC(c2ccc([N+](=O)[O-])cc2)N1c1ccccc1F (stereo unspecified)
 : 0%	3%	0%	-4%	-4%	6%	-1%	-0.9%	?	1
CCSc1nc2ccccc2c(=O)n1-c1c(C)n(C)n(-c2ccccc2)c1=O
 : -4%	-4%	-1%	-39%	-1%	7%	-3%	-0.5%	17%	1
Cc1cccc(C(=O)Nc2sc3c(c2C(=O)O)CCC3)c1
 : -5%	0%	-4%	45%	24%	?	-6%	13%	11%	-7
COC(=O)c1cc(Br)c(=O)n(Cc2ccco2)c1
 : 3%	0%	-6%	-6%	-3%	-1%	-3%	-1.8%	-7%	-2
Cc1ccccc1C(=O)OCc1cnc(Cl)s1
 : 1%	0%	-11%	4%	3%	9%	2%	-0.2%	16%	6
Cn1c(SCC(=O)CC(=O)Nc2ccccc2)nnc1-c1ccc(O)cc1
 : 0%	1%[46.1 µM]	-2%	-4%	2%	3%	-3%	0.0%	8%	-1
COCCCN1C(=O)C(=O)/C(=C(/O)c2ccc3c(c2)OCCO3)C1c1ccc(C(=O)OC)cc1 (stereo unspecified)
 : 0%	-18%	1%	4%	3%	-4%	-5%	0.5%	-3%	-2
CC1CCCN(CC(O)CN)C1 (stereo unspecified)
 : -2%	-8%[46.1 µM]	-14%	9%	-6%	12%	-4%	-0.5%	21%	-1
CCN(CC)CCN(C(=O)c1ccc(C(=O)c2ccccc2)cc1)c1nc2cc3c(cc2s1)OCO3
 : 4%	-3%	0%	32%	25%	-6%	-3%	-0.3%	16%	0
CC(C)(C)[C@@H]1C=C(C(=O)O)O[C@H](OCc2ccc(CO)cc2)C1
 : 13%	10%	1%	3%	2%	6%	-21%	-0.1%	1%	1
Cc1ccc(CNC(=O)/C=C/C(=O)O)cc1
 : -3%	-3%	1%	-1%	0%	10%	1%	-0.1%	-13%	-6
Cc1cccc(C)c1NC(=O)Nc1cccs1
 : /	1%	-2%	1%	-4%	2%	3%	-0.6%	-17%	5
O=S(=O)(NC1CCCC1)c1cc(F)ccc1F
 : -15%	-2%	-4%	3%	-4%	?	-10%	-1.1%	4%	-5
c1ccc(C2OC3c4cccc5cccc(c45)C3N2c2ccccc2)cc1 (stereo unspecified)
 : 2%	-10%[46.1 µM]	-3%	-78%[inhibitor]	6%	3%	6%	-0.5%	-64%[inhibitor]	-1
O=C(NCc1ccc(F)cc1)C(=O)NCC1OCCN1C(=O)c1cccs1 (stereo unspecified)
 : 12%	-6%[46.1 µM]	1%	7%	5%	3%	5%	-0.7%	-5%	-1
Cc1cc(NC(=O)Cn2nnc3sc4c(c3c2=O)CCCC4)no1
 : 4%	/	/	4%	-22%	0%	4%	0.0%	4%	-4
COc1cc(CCC(=O)Nc2ccc(C)c(S(=O)(=O)N(C)C)c2)cc(OC)c1OC
 : 2%	-5%	-1%	-45%	3%	9.2µM*	3%	-0.6%	-39%	-1
Nc1nccnc1C(=O)OCc1nc2sc3c(c2c(=O)[nH]1)CCCC3
 : 14%	4%	0%	-11%	1%	6%	/	-0.2%	-13%	0
O=C(O)c1cccc(S(=O)(=O)Nc2ccc(-c3ccccc3)cc2)c1
 : -2%	2%[46.1 µM]	-3%	56%	10%	?	/	-0.4%	3%	/
CCCN1C2=C(C(=O)CCC2)C(c2ccc(O)c(Br)c2)C2=C1CCCC2=O
 : 2%	-3%[46.1 µM]	-12%	2%	-13%	-10%	-2%	-0.1%	-32%	-5
CCS(=O)(=O)N1CCN(C(=O)COc2ccc(-c3ccccc3)cc2)CC1
 : -1%	1%	-1%	5%	-2%	?	-8%	-0.2%	5%	?
Fc1ccccc1Nc1ncnc2c1nnn2Cc1ccccc1
 : -1%	-1%	-3%	38%	2%	5%	2%	0.0%	-22%	17
Cc1ccc2c(cnn2C(=O)CCCC(=O)NCc2ccc(F)cc2)c1
 : -7%	-5%	0%	81%	17%	25%	/	2.5%	-10%	?
S=C1NCCc2ccc(Cl)cc2C1c1ccccc1 (stereo unspecified)
 : 7%	1%[46.1 µM]	-2%	-6%	1%	0%	2%	0.0%	-34%	18
CCc1nn2c(=O)c(S(=O)(=O)Nc3ccccc3)c(C)nc2s1
 : -4%	-4%	-6%	-9%	5%	-1%	4%	0.2%	31%	1
Cc1ncc([N+](=O)[O-])n1Cc1ccc(Br)cc1
 : 7%	-6%	2%	16%	-1%	5%	2%	0.1%	5%	-3
CCC(C)NC(=O)Cc1cn(C)c2ccccc12 (stereo unspecified)
 : 0%	-5%	-3%	-15%	-1%	10%	8%	0.5%	-9%	3

4 successive records out of the list so far, quoted:
Results follow in this order: A-T KAP1 phos	TCR act	TSG101-PTAP inh	BRCA1 expr act	p53 reactivation	ELG1 DNA repair	CXXC DNA block	B2AR arrestin	Integrin act MD	TRPV1 ag
Cc1ccc(CNC(=O)/C=C/C(=O)O)cc1
 : -3%	-3%	1%	-1%	0%	10%	1%	-0.1%	-13%	-6
Cc1cccc(C)c1NC(=O)Nc1cccs1
 : /	1%	-2%	1%	-4%	2%	3%	-0.6%	-17%	5
O=S(=O)(NC1CCCC1)c1cc(F)ccc1F
 : -15%	-2%	-4%	3%	-4%	?	-10%	-1.1%	4%	-5
c1ccc(C2OC3c4cccc5cccc(c45)C3N2c2ccccc2)cc1 (stereo unspecified)
 : 2%	-10%[46.1 µM]	-3%	-78%[inhibitor]	6%	3%	6%	-0.5%	-64%[inhibitor]	-1

Screening data as filed in PubChem.
